Rat MKP-3 inhibitors: inhibition of rat DUSP6 enzyme activity – biochemical, in vitro, primary screen (AID 425). actives 0.17% (n = 110,000). inhibition, % at 20 µM; hits with a dose series show IC50 in µM. recombinant MKP-3 phosphatase activity, fluorescence; higher % means a stronger effect; in the data active = inhibition above about 50%;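 note: plate controls were vehicle for no effect and reference inhibitor for full effect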
Hsp70 displacement: Hsp70 inhibitors, probe displacement, primary screen, biochemical, fluorescence polarization (AID 583); Hsp70 fluorescence polarization probe displacement, mP; higher % means a stronger effect; actives 0.06% (n = 140,000); displacement, % at 20 µM; hits with a dose series show IC50 in µM; in the data active = displacement above about 50%;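 note: plate controls were vehicle for no effect and reference ligand for full effect; a part of the inactive calls stands beside numbers as strong as those of hits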
* hit, by the source's call; · = no result given; & = joins results of further samples. Only part of the results is shown; rates above refer to the full screens.

SMILES | Rat MKP-3 inhibitors | Hsp70 displacement
CCc1cc(=O)oc2c(CN3CCN(C)CC3)c(O)c(Cl)cc12 | -2% | 0.3%
CCc1cc2cc(C(=O)N3CCN(c4ccccc4)CC3)sc2s1 | · | 0.9%
Cc1cc(C(=O)CSc2nnc(-c3ccc(Cl)cc3)n2C)c(C)n1CC1CCCO1 (stereo not given) | · | 4.0%
N#Cc1cc2c(nc1SCc1ccncc1)CCC2 | 0% | 1.9%
COc1cc(C2C3C(=O)N(Cc4ccccc4)C(=O)C3ON2c2ccccc2)cc(OC)c1O (stereo not given) | -5% | -0.3%
O=S(=O)(/N=S1/CC=CCN1S(=O)(=O)c1ccccc1)c1ccccc1 (stereo not given) | 8% | 5.5%
CC(=O)c1cccc(NC(=O)Nc2ccc(C)cc2)c1 | 1% | -0.7%&-1.7%
CC(C)C(NC(=O)c1ccccc1)c1nnc(SCC(=O)Nc2nccs2)n1C (stereo not given) | · | 0.1%
O=C1NC(=O)C(=Cc2ccccc2OCc2ccc(F)cc2)C(=O)N1 | 8% | 2.5%
CC1CCN(S(=O)(=O)c2cccc(C(=O)Nc3nccs3)c2)CC1 | -11% | -0.3%
Cc1ccccc1C(=O)NNC(=O)C(=O)NCCO | 0% | -2.8%
Cc1ccc(C2=NN(S(C)(=O)=O)C(c3cccs3)C2)cc1 (stereo not given) | · | 1.9%
COC(=O)Cn1c(=NC(=O)C2CC2)sc2c(C)cc(C)cc21 | 4% | -0.7%
CCOC(=O)N1CCC(N(C(=O)Nc2ccc(Cl)c(Cl)c2)C(C)CC)CC1 (stereo not given) | 0% | -1.5%
COc1ccccc1/C=C(\C)C(=O)c1c(C)cc(C)[nH]c1=O | -2% | 2.4%
COc1ccccc1NC(=O)C(=O)NCC(C)C | 0% | -0.8%
CCOC(=O)c1c(C)[nH]c(C(=O)Cn2c(=O)c3c(ncn3CC)n(Cc3ccccc3)c2=O)c1C | 0% | -9.7%
O=C(/C=C/c1ccc(F)cc1)NC(=S)Nc1ccccc1 | 2% | 0.9%
CC(C)C(=O)Nc1cccc2nsnc12 | 3% | -1.1%
O=C(/C=C/c1cccc([N+](=O)[O-])c1)NCc1ccco1 | 4% | -6.6%
CN(C(=O)c1ccco1)c1nnc(C23CC4CC(CC(C4)C2)C3)s1 | -2% | 2.4%
CC1(C)CC(=O)C=C(NC2CCCCCC2)C1 | -4% | 0.1%
COc1ccc(-c2nc(N)n(C(=O)Cc3ccccc3)n2)cc1 | · | 2.4%
COC(=O)C1=C(C)Nc2nnnn2C1c1cccs1 (stereo not given) | -3% | -1.1%
COc1ccccc1Nc1nnc(SCC(=O)N2CCCC2)s1 | -9% | -5.1%
COc1ccccc1C1C(C(=O)Nc2ccccc2)=C(C)NC(C)=C1C(=O)Nc1ccccc1 | 5% | -4.1%
O=C(O)c1nn(-c2ccccc2)c(=O)c2ccccc12 | 0% | -5.6%
CCC(C)NS(=O)(=O)c1ccc(S(=O)(=O)N(CC(=O)Nc2ccccc2)Cc2ccco2)cc1 (stereo not given) | · | -5.0%
CC(C)c1nnc(NC(=O)CCC(=O)NCc2cccs2)s1 | · | 3.2%
CCOc1ccc(C2=C/C(=C/c3cccs3)C(=O)O2)cc1 | 1% | -3.9%
CN=C1c2cc3cc(OC)ccc3n2CCN1Cc1ccccc1 | · | -5.5%
CCC(=O)c1ccc(N2CCN(C(=O)c3ccc(F)c(F)c3)CC2)c(F)c1 | 2% | -4.9%
Cc1cc[n+](-c2nc3ccccc3nc2C(=C=[N-])C#N)cc1 | · | 4.0%
Cc1nc2ccc(NC(=O)c3ccc(F)c(S(=O)(=O)N4CCOCC4)c3)cc2s1 | · | 9.9%
CCOC(=O)CC(=O)CSc1ccc2nnc(-c3ccc(F)cc3)n2n1 | 4% | -1.6%
COc1cccc(NC(=O)CSc2nnc(-c3ccc(C)cc3)o2)c1 | -2% | 1.2%
CC(C)CNS(=O)(=O)c1ccc(OCC(=O)Nc2ccc(F)cc2F)cc1 | · | -3.8%
CC(=O)Nc1ccc(S(=O)(=O)NCc2csc(C)n2)cc1 | · | -1.6%
Cc1ccc(CN2C(=O)CCC2C(=O)NCC2CCCO2)cc1 (stereo not given) | -2% | 3.4%
Cc1nnc(SCc2nc(N)nc(Nc3ccccc3)n2)s1 | · | 0.2%

Exported with tabs: entries from further up
SMILES	Rat MKP-3 inhibitors	Hsp70 displacement
CCOC(=O)CC(=O)CSc1ccc2nnc(-c3ccc(F)cc3)n2n1	4%	-1.6%
Cc1nc2ccc(NC(=O)c3ccc(F)c(S(=O)(=O)N4CCOCC4)c3)cc2s1	·	9.9%
CN=C1c2cc3cc(OC)ccc3n2CCN1Cc1ccccc1	·	-5.5%
Cc1cc[n+](-c2nc3ccccc3nc2C(=C=[N-])C#N)cc1	·	4.0%
CC(=O)Nc1ccc(S(=O)(=O)NCc2csc(C)n2)cc1	·	-1.6%

Full records, quoted from the list. Order of values: Rat MKP-3 inhibitors	Hsp70 displacement
Cc1nc2ccc(NC(=O)c3ccc(F)c(S(=O)(=O)N4CCOCC4)c3)cc2s1 in the list: ·	9.9%
Cc1ccc(CN2C(=O)CCC2C(=O)NCC2CCCO2)cc1 (stereo not given) in the list: -2%	3.4%

(list continues)
SMILES | Rat MKP-3 inhibitors | Hsp70 displacement
Cc1cc(C)n(CC(=O)c2ccc(Br)cc2)c(=O)c1C#N | · | 1.5%
CN1CCN(C(=O)C(=O)Nc2ccc3c(c2)OCO3)CC1 | 3% | -2.2%
Cn1c(SCc2ccc(C#N)cc2)nnc1-c1ccccc1 | -11% | 0.8%
CC(NC(=O)CN(c1cccc(C(F)(F)F)c1)S(C)(=O)=O)c1ccccc1 (stereo not given) | -1% | -3.6%
Cc1cc(C(=O)CSc2nnnn2-c2ccccc2)c(C)n1CCc1ccccc1 | · | 0.7%
COc1ccccc1/C=N\N1CCN(c2ccccc2OC)CC1 | 2% | -4.1%
C1CCc2sc3c(c2CC1)c1nnnn1c1nnnn31 | 1% | 5.1%
CC(=O)c1ccc(N2C(=O)c3ccc4c5c(ccc(c35)C2=O)C(=O)N(c2ccc(C(C)=O)cc2)C4=O)cc1 | 0% | 1.7%
CCOC(=O)c1sc(NC(=O)CSc2nnnn2-c2ccccc2)c(C(=O)OCC)c1C | -8% | 2.9%
CCCCCn1c(=O)[nH]c2cc(C(=O)NCc3ccc4c(c3)OCO4)ccc2c1=O | 0% | -0.7%
CCc1ccccc1-n1cnc2cc(C(=O)O)ccc21 | -8% | 1.9%
O=C(Nc1cccc(Cl)c1Cl)C(O)(c1ccccc1)c1ccccc1 | 0% | 2.4%
CN(CC(=O)NC(c1ccccc1)c1ccccc1)Cc1nc2ccccc2c(=O)[nH]1 | · | 1.6%
O=C1C(=O)N(Cc2ccccc2Cl)c2ccccc21 | 2% | 1.1%
CCOc1ccc(C(=O)Nc2cccc(OC)c2)cc1Br | 6% | -1.9%
COc1ccc(CN2CCN(Cc3cc(Br)ccc3O)CC2)cc1OC | 1% | 2.9%
CCOC(=O)N1CCC(N2C(=O)c3ccccc3C2Nc2cccnc2)CC1 (stereo not given) | 2% | 0.2%
CCOC(=O)N1CCN(CC(=O)Nc2c(C(=O)OC)[nH]c3cccc(Cl)c23)CC1 | 2% | -0.2%
COc1ccc2cnn(-c3ccccc3)c(=O)c2c1OC | -3% | 1.7%
CCSc1nnc(NC(=O)C(CC)c2ccccc2)s1 (stereo not given) | -1% | 4.6%
Cc1ccc2oc(=O)c3cnn(CC(=O)NCCc4ccsc4)c3c2c1 | 2% | 1.5%
COc1ccc(C(=O)NCc2ccc(S(N)(=O)=O)cc2)cc1[N+](=O)[O-] | 0% | -5.1%
O=C(NCCc1csc(-c2cccnc2)n1)c1ccco1 | -6% | ·
COc1cc(NC(=O)CSc2nnc(Cn3nnc4ccccc43)n2C)cc(OC)c1 | · | -1.3%
CCSc1oc(-c2ccccc2)nc1S(=O)(=O)c1ccccc1 | -11% | 2.3%
COc1cnc(NS(=O)(=O)c2ccc(N)cc2)nc1 | · | -3.0%
CCOC(=O)c1nc2nc(C)cc(=O)n2[nH]1 | -7% | 1.2%
CCn1cc(C2=NCC(C)O2)c2ccccc21 (stereo not given) | -7% | -4.8%
Cc1c(/C(O)=C2\C(=O)C(=O)N(CCN(C)C)C2c2cccs2)cnn1-c1ccccc1 (stereo not given) | -15% | 5.1%
CCOc1cc2[nH]c(=O)n(Cc3cccc(OC)c3)c(=O)c2cc1OCC | 5% | 6.6%
CCc1ccc(S(=O)(=O)N2CC(=O)Nc3ccccc32)cc1 | · | -4.9%
Cc1cc(C)c(C#N)c(SCS(=O)Cc2ccccc2)n1 (stereo not given) | -9% | -1.6%
O=C(NC1CCCCCC1)C1CCN(S(=O)(=O)c2ccc(F)cc2)CC1 | -12% | 5.8%
Nc1nc2c(s1)-c1ccccc1CC2 | 16% | -0.9%
Cc1ccc(OCC(=O)N=Nc2c(O)[nH]c(=O)[nH]c2=O)cc1 | 2% | 2.1%
COc1ccc(-c2c(C)oc3c(CN4CCN(CCO)CC4)c(O)ccc3c2=O)cc1OC | -4% | 3.9%
COc1ccc(/C=N/c2ncn[nH]2)cc1OC | 1% | 4.6%
Cc1ccc(P(=O)(O)c2ccc(C)cc2)cc1 | -13% | ·
CCCCCc1c(C)nc(Nc2nc(C)c3cc(OC)ccc3n2)[nH]c1=O | 1% | 2.0%
COc1ccccc1/C=C/C(=O)c1c(-c2ccccc2)c2cc(C)ccc2[nH]c1=O | 4% | 6.6%
CCCn1c(SCC(=O)Nc2sc(C)c(C)c2C(=O)OCC)nc2c1c(=O)n(C)c(=O)n2C | 12% | 4.8%
CC(=O)Nc1ccc(C(=O)N2CCN(c3ccc(F)cc3)CC2)cc1 | 0% | -2.7%
O=C(CCSc1nnc(-c2ccco2)o1)Nc1ccc(Cl)cc1 | -11% | -1.0%
CC1CCN(C(=O)c2ccc(I)cc2)CC1 | 2% | -1.2%
Cc1ccc(C)c(S(=O)(=O)N2CCN(C(=O)c3cnccn3)CC2)c1 | · | 1.0%
COc1cc(C=C2C(=O)OC(C)(C)OC2=O)cc(Br)c1O | 1% | -1.8%
Cc1ccc2nc(NC(=S)NC(=O)c3ccco3)sc2c1 | 0% | 1.2%
COc1cc(Br)cc(/C=C2\C(=O)NC(=O)N(c3ccc(Cl)cc3)C2=O)c1OC | 2% | -1.1%
CCOc1cc(/C=C2/SC(=S)N(C)C2=O)cc(Cl)c1OCCOc1ccc(Br)cc1 | -3% | 1.7%
O=C(NCCCn1ccnc1)c1ccc(Cl)cc1[N+](=O)[O-] | 4% | -3.8%

Additional records.
SMILES | Rat MKP-3 inhibitors | Hsp70 displacement
O=C(CSc1nc2cccnc2n1Cc1ccccc1)NCc1ccco1 | 8% | 6.2%
Cc1nc2c3cnn(-c4ccccc4)c3ncn2n1 | -4% | -0.6%
CC1CCN(S(=O)(=O)c2ccc3c(c2)c(=O)c(C(=O)N2CCCCC2)cn3C)CC1 | -2% | 4.3%
CC(C)(C)C(=O)Cn1c(NCCCO)nc2ccccc21 | -10% | -0.1%
O=C(N/N=C/c1cc([N+](=O)[O-])ccc1N1CCCCCC1)c1ccccn1 | 2% | -5.1%
O=C(CN1C(=O)C2C3C=CC(C3)C2C1=O)NCCN1CCCc2ccccc21 (stereo not given) | 5% | 10%
O=C(COc1ccccc1)N1CCN(c2ccc([N+](=O)[O-])cc2Cl)CC1 | 4% | -10%
CS(=O)(=O)Nc1ccc(Cc2ccc(NS(C)(=O)=O)cc2)cc1 | -10% | 4.7%
Cc1ccc(-n2c(Cc3ccccc3)nc3c(cnn3-c3ccccc3)c2=O)cc1C | 0% | -0.6%
O=C(CCn1c(=O)oc2ccccc21)N1CCOCC1 | -16% | -6.5%

Reprinted from the part before: five compounds, then new ones.
SMILES | Rat MKP-3 inhibitors | Hsp70 displacement
O=C(CN1C(=O)C2C3C=CC(C3)C2C1=O)NCCN1CCCc2ccccc21 (stereo not given) | 5% | 10%
O=C(COc1ccccc1)N1CCN(c2ccc([N+](=O)[O-])cc2Cl)CC1 | 4% | -10%
CS(=O)(=O)Nc1ccc(Cc2ccc(NS(C)(=O)=O)cc2)cc1 | -10% | 4.7%
Cc1ccc(-n2c(Cc3ccccc3)nc3c(cnn3-c3ccccc3)c2=O)cc1C | 0% | -0.6%
O=C(CCn1c(=O)oc2ccccc21)N1CCOCC1 | -16% | -6.5%
Cc1ccc(C(=O)Nc2ccccc2C(=O)Nc2ccccn2)cc1 | 2% | 1.8%
CCCn1nnc(NC(=O)c2cccc(Cl)c2)n1 | · | -5.5%
O=C(Nc1c(-c2ccccc2)nc2ccc(Cl)cn12)c1ccco1 | 0% | -1.6%
CN(Cc1nc2ccccc2c(=O)[nH]1)C(=O)c1ccc(S(=O)(=O)N(C)C)cc1 | · | 5.0%
O=C1c2ccccc2CC1Sc1nnc(-c2ccncc2)o1 (stereo not given) | -10% | 5.3%
Cc1cc(C(=O)N2CCN(c3cccc(Cl)c3)CC2)c(C)o1 | -4% | -0.8%
Clc1ccc(-c2nc3nc4ccccc4nc3n2Cc2ccco2)cc1 | -2% | -7.4%
Cc1[nH]n(-c2ccccc2)c(=O)c1C1(C(F)(F)F)C(=O)N(c2ccc(F)cc2)C2=C1C(=O)CC(C)(C)C2 (stereo not given) | · | 5.6%
COC(=O)c1c(-c2ccc(Br)cc2)noc1N | · | 1.7%
O=C(CN1C(=O)C2C3C=CC(C3)C2C1=O)NC1CCCc2ccccc21 (stereo not given) | -10% | -4.6%
Cc1ccc(C23CC4CC(CC(C(=O)Nc5nn[nH]n5)(C4)C2)C3)cc1 | 0% | 1.2%
COC(=O)[C@@H]1[C@@H](C#N)C2(c3ccccc3-c3ccccc32)N(c2ccc(Cl)cc2)N1C#N | · | -15%
CC1(C)S[C@@H]2[C@H](NC(=O)C(C(=O)O)c3ccccc3)C(=O)N2[C@H]1C(=O)O (stereo not given in full) | -11% | 4.7%
CCCCn1c(SCC(=O)N2c3ccccc3CCc3ccccc32)nc2c1c(=O)n(C)c(=O)n2C | · | 2.5%

Screens: PubChem, Sanford-Burnham Center for Chemical Genomics
